Screening results from PubChem BioAssay.
mcGAS inh – cyclic GMP-AMP synthase inhibitors, mouse, primary biochemical chemiluminescence. AID 1259399, 2018. inhibition, % at 12.5 µM. recombinant cGAS, Kinase-Glo ATP depletion luminescence. Q8C6L5. 160,000 compounds, 0.15% hits;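 further: 0% = negative control wells and 100% = reference inhibitor with no enzyme activity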
NPYLR7 ag – agonists of mosquito NPYLR7 receptor, primary screen, cell-based, Aedes aegypti, calcium fluorescence, mosquito biting behavior; Aedes aegypti neuropeptide Y-like receptor 7 (NPYLR7); HEK293T NPYLR7/Galpha15, GCaMP6s calcium fluorescence; activation, % at 10 µM; 270,000 compounds, 0.15% hits; in the data active means activation above about 40%;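 further: 0% = vehicle and 100% = reference agonist at the receptor; some compounds past the cut are filed as inactive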
hcGAS lum – Primary biochemical luminescence assay for human cyclic GMP-AMP synthase inhibitors. recombinant h-cGAS, ATP depletion, Kinase-Glo luminescence. 290,000 compounds, 0.081% hits. inhibition, % at 12.5 µM. Q8N884;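 further: 0% = vehicle reaction and 100% = reaction without DNA for no activity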
Target sequence (Q8N884 whole entry, looked up): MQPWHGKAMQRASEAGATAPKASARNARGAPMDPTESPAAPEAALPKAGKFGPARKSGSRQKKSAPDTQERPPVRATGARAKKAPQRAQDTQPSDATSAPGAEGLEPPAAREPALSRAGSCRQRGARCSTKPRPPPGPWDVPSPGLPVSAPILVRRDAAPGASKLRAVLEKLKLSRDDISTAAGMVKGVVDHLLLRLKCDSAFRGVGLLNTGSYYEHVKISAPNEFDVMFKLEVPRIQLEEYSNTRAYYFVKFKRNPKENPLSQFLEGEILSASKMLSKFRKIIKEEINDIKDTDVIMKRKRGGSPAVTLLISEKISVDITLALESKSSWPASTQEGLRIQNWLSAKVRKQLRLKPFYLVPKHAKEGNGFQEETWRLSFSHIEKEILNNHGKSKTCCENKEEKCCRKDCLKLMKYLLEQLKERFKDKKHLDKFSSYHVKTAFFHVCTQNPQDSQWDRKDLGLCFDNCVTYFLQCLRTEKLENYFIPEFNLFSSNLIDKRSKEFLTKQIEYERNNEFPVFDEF
Numbers without * were called inactive; . = no result given; & = joins results of further samples. Unless noted, no stated cut-off is given here; in the data, active means inhibition above about 40%; inactive means the rest.

SMILES | mcGAS inh | NPYLR7 ag | hcGAS lum
CS(=O)(=O)Nc1cccc(NC(=O)c2csc(-c3cc4ccccc4[nH]3)n2)c1 | . | 5 | -2
Cc1ccc2nc(-c3cccc(Cl)c3)c(NC(=O)C(C)(C)C)n2c1 | -6 | -4 | -3
OCC1CCCN(Cc2cc(Br)cc3c2OC(c2ccccc2)OC3)C1 (stereo unspecified) | . | 4 | -2
CC(C)c1cc(C(=O)NCc2cccnc2N2CCc3ccccc3C2)n[nH]1 | . | 0 | -5
Cc1cc(O)c(C(c2ccccc2)N2CCN(CCO)CC2)c(=O)n1Cc1ccccc1 (stereo unspecified) | . | -2 | -4
COc1ccc(-c2cc(C(=O)N3CCN(c4cccc(C(F)(F)F)c4)CC3)c(C)n2-c2ccccc2)cc1 | -5 | -3 | -13
COc1cccc(C(=O)C2CCCN(Cc3cnn(-c4ccc(F)cc4)c3)C2)c1 (stereo unspecified) | -14 | 1 | 0
Cc1cc(C)c(S(=O)(=O)N2CCN(c3nc(C)nc(C)c3Cc3ccccc3Cl)CC2)c(C)c1 | -5 | 5 | -2
Cc1ccc(CN2CCNC(=O)C2CC(=O)NCc2ccc(N3CCCC3=O)cc2)cc1 (stereo unspecified) | -10 | 1 | -7
CCCn1c(C)c(C)n2c3c(=O)n(Cc4ccc(C)cc4)c(=O)n(C)c3nc12 | -5 | 8 | 4
CC(C)NC(=O)C1CCN(C2CCN(Cc3cn[nH]c3-c3cccc(F)c3)CC2)CC1 | -10 | 6 | -4
Cc1cccc(NC(=O)c2cc(C(F)(F)F)cc(C(F)(F)F)c2)c1C(N)=O | . | 0 | -4
CCCN(CCC)S(=O)(=O)c1ccc(C(=O)Nc2nc(C(=O)OCC)cs2)cc1 | -8 | 6 | -5
CCC(C)N(Cc1ccncc1)C(=O)CCc1ccc(F)c(F)c1 (stereo unspecified) | -1 | -2 | -1
Cc1cc(C)n(CC(=O)Nc2cc(F)cc(F)c2)c(=O)c1C(N)=O | . | 10 | -12
CCC(CC)(CC(=O)OC)NCc1ccc(F)cc1 | . | 0 | -5
COc1ccc(C(C)=O)cc1CN1C(=O)C(C)Sc2ccc(C(C)=O)cc21 (stereo unspecified) | . | -3 | 3
Clc1ncnc2nc3n(c12)CCCCC3 | . | -9 | 0
O=C(CSc1nc2c(c(=O)n1-c1ccc(OC(F)(F)F)cc1)SCC2)N1CCOCC1 | -1 | 0 | -1
Cc1nc(COc2ccc(C(=O)N3CCCC4CCCCC43)cc2)no1 (stereo unspecified) | -1 | -1 | 2
O=C(Cn1ncn2nc3c(c2c1=O)CCCC3)NCc1ccc(F)cc1 | -7 | 0 | -6
CCc1ccc2oc(-c3ccc(NC(=O)c4ccc(OC)c([N+](=O)[O-])c4)cc3)nc2c1 | -4 | -3 | 0
CC(=O)NC1(C)CCC(C(C)(C)C#N)C1 (stereo unspecified) | -3 | . | -7
CCN(CC)S(=O)(=O)c1cccc(C(=O)Nc2nncs2)c1 | 3 | -8 | 2
CCCCCn1c(-c2ccccc2)cn2c3c(=O)n(C)c(=O)n(C)c3nc12 | -7 | 5 | -2
O=C1CCCN1c1ccc([N+](=O)[O-])c(O)c1 | 0 | 2 | 1
O=C1c2ccccc2CN2C(=O)c3ccccc3CN12 | . | -18 | -5
CCCc1nc(N2CCN(C(=O)CSc3ccccc3)CC2)c2c(-c3cccc(C(F)(F)F)c3)noc2n1 | -3 | 21 | -5
Cc1ccc(C(=O)Nc2nnc(-c3cc(C)n(C)n3)o2)cc1C | -9 | -6 | -7
Cc1nnc2ccc(OCCNS(=O)(=O)c3cc(F)ccc3F)nn12 | -9 | -1 | -8

Quoted from the listing.
Cc1nc(COc2ccc(C(=O)N3CCCC4CCCCC43)cc2)no1 (stereo unspecified) in mcGAS inh → -1
CCN(CC)S(=O)(=O)c1cccc(C(=O)Nc2nncs2)c1 in NPYLR7 ag → -8
O=C(Cn1ncn2nc3c(c2c1=O)CCCC3)NCc1ccc(F)cc1 in NPYLR7 ag → 0
Cc1ccc(C(=O)Nc2nnc(-c3cc(C)n(C)n3)o2)cc1C in mcGAS inh → -9
Cc1nnc2ccc(OCCNS(=O)(=O)c3cc(F)ccc3F)nn12 in NPYLR7 ag → -1

2 compounds drawn at random from the list so far:
SMILES | mcGAS inh | NPYLR7 ag | hcGAS lum
O=C(CSc1nc2c(c(=O)n1-c1ccc(OC(F)(F)F)cc1)SCC2)N1CCOCC1 | -1 | 0 | -1
CCN(CC)S(=O)(=O)c1cccc(C(=O)Nc2nncs2)c1 | 3 | -8 | 2

More results.
SMILES | mcGAS inh | NPYLR7 ag | hcGAS lum
Cc1ccc(-c2csc(NC(=O)Cn3c(C)csc3=O)n2)c(C)c1 | -5 | 0&8 | -13&-4
O=S(=O)(c1ccc(Cl)cc1)N1CCN(Cc2ccccc2)CC1 | -7 | -5 | -5
CCOC(=O)c1sc2nnc(SCC(=O)c3ccccc3)n2c1C | . | -7 | -8
O=C(NCCC1=CCCCC1)c1ccc(-c2ccc(Oc3ccccc3)cc2)s1 | 2 | 6 | 1
CC(C)c1ccc(NC(=O)N(Cc2nc(C(=O)N3CCN(Cc4ccc5c(c4)OCO5)CC3)cs2)C(C)C)cc1 | -4 | 16 | -13
O=C(NCC1CCCO1)c1cccnc1N1CCN(C(=O)c2ccc(OC(F)F)cc2)CC1 (stereo unspecified) | -8 | 30 | -1
CN(c1cc(C(C)(C)C)nc(SCc2cccc(C(=O)NCc3cccnc3)c2)n1)C1CCCCC1 | -3 | 0 | -5
CCc1cnc2c(c1N1CCc3ccccc31)c(=O)n(C)c(=O)n2C | . | 4 | 4
COc1cc2c(cc1OC)CN(CC(O)c1ccccc1)CC2 (stereo unspecified) | -4 | -2 | -5
CCOc1ccc(C(=O)Nc2c(C)nc3sccn3c2=O)cc1OCC | -8 | 4 | -10
Cc1nnc(C)c2c(C)n(-c3ccc4c(c3)OCCO4)nc12 | . | -2 | -5
COc1cccc(CN2CCC(CN)C2)c1O (stereo unspecified) | 1 | 1 | 2
Cc1cc(C(=O)N(CCCN2CCOCC2)c2nc3c(Cl)cccc3s2)no1 | -7 | 0 | -11
N#CC(NC(=O)C(O)c1ccccc1)c1ccc(Cl)cc1 (stereo unspecified) | -6 | 8 | -10
CCn1nnc2c(NCCc3cccc(OC)c3)ncnc21 | 2 | -1 | 14
FC(F)(F)c1nc(Nc2ccc3cn[nH]c3c2)c2ccccc2n1 | . | 0 | 1
Cc1cc(C)n(CCCNS(=O)(=O)NCc2ccccc2)n1 | . | 6 | -6
CCCCCN(CC(=O)Nc1sccc1C#N)CC(=O)Nc1sccc1C#N | . | -1 | -10
Cc1c(C(=O)NCCc2nc(-c3ccccc3)cs2)oc2c(F)cccc12 | -7 | 2 | -3
Cc1ccc(-c2nc3c(c(SCC(N)=O)n2)Cc2cc(C)ccc2O3)cc1 | -5 | -9 | -6
COCCN(Cc1ccc(C)cc1)Cc1ccc(C(O)(c2ccc(F)cc2)c2ccc(F)cc2)o1 | -3 | -4 | 0
CNc1nc2cnc(Nc3ccc4c(c3)OCO4)cc2n1CCOC | -6 | 1 | -3
CC(C)c1ccc(NC(=O)Cn2nc(-c3ccco3)c3sc(N4CCCCC4)nc3c2=O)cc1 | 0 | -3 | -2
CC(c1ccncc1)N(C)CC1CCNCC1 (stereo unspecified) | . | 7 | -6
Cc1c(C(=O)NCCN2CCCCC2)cc(-c2ccc(Cl)cc2)n1-c1ccc(F)cc1 | -3 | 19 | -3
CN(C)N=CC=C1CCC(=Cc2ccc(F)cc2)C1=O | . | 3 | -12
CNc1cc(C(=O)Nc2cccc(OCc3ccccc3)c2)ncn1 | -2 | -5 | -5
COC(=O)c1ccc2c(=O)[nH]c(-c3cc(F)cc(F)c3)nc2c1 | . | 1 | -1
C=CCCC(O)(CCC=C)c1ccc(CN(CCCOC)Cc2cccs2)o1 | -4 | -4 | 0
c1ccc2oc(CN3CCN(Cc4nc5ccccc5s4)CC3)nc2c1 | -1 | -4 | 1
CC(C)(C)c1cc(CN2CCCC(CCNS(C)(=O)=O)C2)[nH]n1 (stereo unspecified) | -23 | 0 | 0
N#Cc1ccc(OCC(=O)Nc2nc3c(F)cccc3s2)cc1 | . | 5 | 7
C/C(=N/NC(=O)C(NC(=O)c1ccccc1)c1n[nH]c(=O)c2ccccc12)c1cccc(Br)c1 (stereo unspecified) | 2 | -8 | 1
C=C1CC(=O)C2=C(C)C[C@H](OC(=O)Cc3ccccc3)C3[C@H](OC(=O)[C@H]3C)C12 (stereo partly specified) | -4 | 2 | 3
COC(CNc1ccc2nnc(CCNC(=O)c3ccccc3)n2n1)OC | -9 | 2 | -4
CCCc1nc([N+](=O)[O-])c(S(=O)(=O)c2ccccc2)n1CC(C)C | . | 8 | -2
N#Cc1cccc(Cl)c1N1CCN(Cc2ccccn2)CC1 | . | 0 | 6
CC1(C(=O)NS(=O)(=O)c2ccc(F)cc2F)CCN1C(=O)c1ccc(C2CCCCC2)cc1 (stereo unspecified) | . | 5 | -5
CSc1nc(N(C)C)nc(N(C#N)CCOC(C)=O)n1 | . | -1 | -17
CC(=O)N(CC(=O)Nc1cc(-c2ccccc2)nn1-c1ccc(F)cc1)Cc1ccccc1 | -4 | -3 | -6
O=C(Nc1ccccc1F)c1ccc2nnnn2c1 | . | 7 | -5
CCOC(=O)C(c1cccc(OC)c1)C1C=CC(NC(=O)c2cc(C(F)(F)F)ccc2C(F)(F)F)C1 (stereo unspecified) | -5 | 5 | -2
COc1ccccc1OC1CN(Cc2c(C)nn(C)c2Cl)C1 | -20 | 2 | -2
CCn1c(C)c(/C=N\Nc2ccc([N+](=O)[O-])cc2)c2ccccc21 | -11 | -3 | -15
C=CCNc1nc(NCCNC(C)=O)c2sc(-c3ccccc3)cc2n1 | . | 6 | -9
CCCCC(=O)N1CCN(c2cc(Oc3ccc(Cl)cc3)ncn2)CC1 | -7 | 9 | -9
O=C(O)C1(Cc2ccccc2)CCCN(c2nnnn2-c2ccccc2)C1 (stereo unspecified) | . | 28 | -6
CC(=Nc1ccc(Cl)cc1C1COC(=O)C1=N)c1ccco1 (stereo unspecified) | . | -6 | -1
CCC(=O)N1CCN(c2nc(C)cc(Nc3ccc(C)cc3)n2)CC1 | . | 4 | -10
O=C1CC2CS(=O)(=O)CC2N1c1ccc(OC(F)F)c(Cl)c1 (stereo unspecified) | -8 | -1 | -7
CCOC(=O)CCC(=O)N1CCN(C(c2ccccc2)c2ccc(Cl)cc2)CC1 (stereo unspecified) | -8 | 12 | -10
CCCn1c(=NC(=O)C2=COCCO2)sc2ccc(OC)cc21 | -4 | -3 | -2
CC(C)c1ccc2c(c1)CC[C@H]1[C@](C)(CN)CCC[C@]21C | . | 8 | -7
Cc1nnc(-c2cn(CC(=O)NCc3ccccc3)c3ccccc23)o1 | -8 | 3 | -7

Exported with each value named: entries from further up
molecule: O=C(O)C1(Cc2ccccc2)CCCN(c2nnnn2-c2ccccc2)C1 (stereo unspecified)
  mcGAS inh = .
  NPYLR7 ag = 28
  hcGAS lum = -6
molecule: CC(=Nc1ccc(Cl)cc1C1COC(=O)C1=N)c1ccco1 (stereo unspecified)
  mcGAS inh = .
  NPYLR7 ag = -6
  hcGAS lum = -1
molecule: CCC(=O)N1CCN(c2nc(C)cc(Nc3ccc(C)cc3)n2)CC1
  mcGAS inh = .
  NPYLR7 ag = 4
  hcGAS lum = -10
molecule: O=C1CC2CS(=O)(=O)CC2N1c1ccc(OC(F)F)c(Cl)c1 (stereo unspecified)
  mcGAS inh = -8
  NPYLR7 ag = -1
  hcGAS lum = -7

This is a random part of the collection, and some 0.27% of all compounds hit somewhere here.
